ALDH1A1 block: ALDH1A1 (human) enzyme inhibition | 220,000 tested, 7.3% active | Purified ALDH1A1, NADH fluorescence, propionaldehyde substrate | Potency, µM (titrated, usually from 75.3 µM), for the others: at the highest dose activity, negative = inhibition, most hits filed as inhibitors | P00352 | AID 1030; active = well fitted inhibition curve with a large enough effect, not every such curve was filed as active; inconclusive = small, poorly fitted or top-dose-only effect, or another doubt; inactive = no such curve, though single readings can be large or run the other way;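 note: plate controls were no enzyme wells and a reference inhibitor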
KDM4E inh: blocks human JMJD2E demethylase activity; 230,000 tested, 1.6% active; B2RXH2; Potency, µM (highest dose often 57.1 µM), without a hit: at the highest dose activity change, negative = inhibition, most hits filed as inhibitors; JMJD2E catalytic domain, FDH-coupled NADH fluorescence (FDH is formaldehyde dehydrogenase); active = well fitted inhibition curve with a large enough effect, not every such curve was filed as active; inconclusive = small, poorly fitted or top-dose-only effect, or another doubt; inactive = no such curve, though single readings can be large or run the other way;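 note: 0% = wells with enzyme and -100% = buffer wells without enzyme; nearly all actives have a fitted effect of over 50% in size; many of its hits are not listed in these tables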
Target sequence (B2RXH2 1-337 limits assumed): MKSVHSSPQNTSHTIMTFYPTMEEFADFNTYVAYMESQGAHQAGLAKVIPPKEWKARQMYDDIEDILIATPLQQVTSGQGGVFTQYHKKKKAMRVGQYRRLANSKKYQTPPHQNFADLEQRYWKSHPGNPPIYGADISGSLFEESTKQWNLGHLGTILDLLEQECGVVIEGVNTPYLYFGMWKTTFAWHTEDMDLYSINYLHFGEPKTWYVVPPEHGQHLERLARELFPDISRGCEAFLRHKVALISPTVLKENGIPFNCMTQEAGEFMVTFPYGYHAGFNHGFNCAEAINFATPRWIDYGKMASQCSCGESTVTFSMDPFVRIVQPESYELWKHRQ
GAA spleen mod: lysosomal alpha-glucosidase (human) modulation. 240,000 tested, 0.006% active. P10253. Potency, µM (series often up to 79.9 µM), without a hit: top-dose activity change, negative = inhibition, usual class: inhibitors. human spleen homogenate, 4-MU-alpha-glucoside fluorescence;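 note: 0% = enzyme with vehicle and -100% = no enzyme basal signal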
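Compounds were titrated against alpha-glucosidase in spleen homogenate at pH 5.0, with 1 mM 4-methylumbelliferyl substrate for 40 min at 37 C. Reactions were quenched with pH 10 NaOH/glycine and fluorescence measured.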
aGal spleen mod: inhibitors or activators of human alpha-galactosidase in spleen homogenate | Potency, µM (highest dose often 80 µM), without a hit: at the top dose activity change, negative = inhibition, most hits filed as inhibitors | AID 2107 | human spleen homogenate, 4MU-alpha-Gal fluorescence, 40 min | 240,000 tested, 0.008% active;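 note: 0% = enzyme with vehicle and -100% = no enzyme basal signal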
Target sequence (P06280 32-429 limits assumed): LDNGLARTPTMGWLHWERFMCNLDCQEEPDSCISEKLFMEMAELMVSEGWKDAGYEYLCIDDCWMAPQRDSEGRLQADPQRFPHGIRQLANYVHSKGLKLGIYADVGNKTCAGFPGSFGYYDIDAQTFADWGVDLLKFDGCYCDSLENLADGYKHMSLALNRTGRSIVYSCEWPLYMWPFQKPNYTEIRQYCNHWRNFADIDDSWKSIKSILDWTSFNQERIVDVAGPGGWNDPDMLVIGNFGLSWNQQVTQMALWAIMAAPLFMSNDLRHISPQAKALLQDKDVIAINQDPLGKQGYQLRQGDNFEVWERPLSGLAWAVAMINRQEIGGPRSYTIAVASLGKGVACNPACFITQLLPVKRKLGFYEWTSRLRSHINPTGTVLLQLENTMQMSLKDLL
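Spleen homogenate 1 ug + cpd (titration) + 4-MU-alpha-D-galactopyranoside 1 mM; 37C 40 min; 50 mM citrate/phosphate pH 5.0, 0.01% Tween-20; stop pH 10; fluorescence 365/440; AC50 via Hill.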
GAA inhib: inhibitors of human lysosomal alpha-glucosidase. P10253. purified human GAA, 4-MU-alpha-glucoside fluorescence. Potency, µM (doses to about 76.9 µM), for inactives: at the highest dose activity change, negative = inhibition, usual class: inhibitors. 200,000 tested, 0.005% active;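 note: plate controls were uninhibited enzyme wells for no effect and no-enzyme background for full effect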
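Human enzyme at 4 nM with 400 uM 4-methylumbelliferyl-alpha-D-pyranoside, citrate/phosphate buffer pH 5.0, 0.005% Tween-20, 20 min at room temperature. Compounds up to 77 uM. 4-MU fluorescence (Ex 365/Em 440) read after NaOH/glycine stop; AC50 from Hill fit.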
GoLoco inh red: blocks human Gai1 binding to RGS12 GoLoco peptide, red readout | Potency, µM (top dose mostly 61.6 µM), without a hit: at the top dose activity, negative = inhibition, usual class: inhibitors | Gai1:RGS12 GoLoco peptide FP, rhodamine, 10 min | 230,000 tested, 0.44% active | AID 880 | P63096; active = well fitted inhibition curve with a large enough effect, not every such curve was filed as active; inactive = no such curve, though single readings can be large or run the other way; note: % is set by controls: 0 for no effect and ±100 for the full control effect; nearly all actives have a fitted effect of over 30% in size; many of its hits are not listed in these tables
GAA glycogen: inhibitors or activators of human alpha-glucosidase glycogen cleavage | recombinant GAA, glycogen substrate, Amplex Red glucose oxidase fluorescence | Potency, µM (doses to about 76.4 µM), inactives show top-dose activity change, negative = inhibition, hits mostly inhibitors | 300,000 tested, 0.38% active | AID 2100;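 note: 0% = full enzyme reaction and -100% = no-enzyme basal signal; the screen sought inhibitors and activators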
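Natural-substrate format: glycogen cleavage by 4 nM human enzyme, glucose read by Amplex Red coupling (Ex 573, Em 610 nm). Normalized to enzyme and no-enzyme controls.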
SMN2 splice up: SMN2 splice variant enhancement; HEK293 SMN2-luciferase splicing reporter, luminescence, 30-36 h; Potency, µM (top dose mostly 46.1 µM), inactives show top-dose activity change, positive = activation, usual class: activators; 210,000 tested, 2.8% active; AID 1458; note: % of control where 0% means no effect; nearly all actives have a fitted effect of over 55% in size
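qHTS luciferase splicing reporter: luminescence rises when SMN2 exon 7 is included in transfected HEK293 cells. Compound exposure lasted 30-36 h at 37C, with 4.5 mM final sodium butyrate as control, followed by a ONE-Glo read.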
* = called active by the depositor; u = inconclusive; x = no result given; & = joins results of further samples; [ ] = dose if it differs, or a comment. Unless noted, calls come from the whole dose curve; as a rule, active = well fitted curve in the direction sought with a large enough effect; inconclusive = small, poorly fitted or top-dose-only effect, or another doubt; inactive = no such curve, though single readings can be large; an effect the other way counts as inactive or inconclusive. Potency is the fitted concentration of half-maximal effect. The list is partial, so the mix of outcomes need not match the whole.

SMILES	ALDH1A1 block	KDM4E inh	GAA spleen mod	aGal spleen mod	GAA inhib	GoLoco inh red	GAA glycogen	SMN2 splice up
O=C(NCC1CCCCC1)C1CCCN(C(=O)NC2CCCCC2)C1 (configuration not stated)	-3%	u	-1%	-8%	6%	-3%	5%	-21%
CC(C)CC(=O)Nc1nnc(SCC(=O)NCc2ccco2)s1	15%	-1%	0%	1%	-2%	-11%	-4%	0%
COC(=O)Nc1ccc(S(=O)(=O)N2CCCC(C(=O)N3CCOCC3)C2)cc1 (configuration not stated)	x	10%	-2%	7%	x	-4%	-4%	x
CCOC(=O)c1cc(NC(=O)N2CCCCC2)c(C)nc1C	9%	-3%	-4%	-5%	-2%	-2%	0%	26%
COc1cc(/C=C2\SC(=S)N(C(C(=O)O)c3ccccc3)C2=O)cc(OC)c1OC (configuration not stated)	x	0%	-3%	1%	x	-7%	5%	x
COc1ccc(/C(C)=N/NC(=O)C2CC2)cc1	4%	39%[activator]	-1%	9%	-1%	13%	-2%	4%
CC(=O)Nc1ccc(S(=O)(=O)N2CCN(c3cc(C)nc4ccccc34)CC2)cc1	-5%	3%	-10%	0%	-18%	6%	0%	9%
C=CCN1C(=O)C2C3C=CC(C2C1=O)C1C2C(=O)N(CC=C)C(=O)C2C31 (configuration not stated)	0.71µM*	-5%	-4%	-3%	13%	-11%	0%	10%
Cc1cccc2c(=O)cc(C)n(Cc3ccccc3)c12	u	-10%	-4%	0%	5%	-4%	7%	-15%
CC(C)(C)CC(C)(C)NC(=O)Nc1cccc([N+](=O)[O-])c1	4%	9%	2%	2%	2%	17%	7%	-36%[inhibitor]
COc1ccc(C(=O)NCCNC(C)=O)cc1S(=O)(=O)NCc1ccc(Cl)cc1	-1%	3%	0%	-10%	-5%	9%	2%	27%
COc1ccccc1CNC(=O)CSc1ccsc1[N+](=O)[O-]	-7%	-13%	2%	-4%	-7%	13%	4%	80%
O=C(COC(=O)CSc1ccc2ccccc2c1)Nc1ccccc1OC(F)F	11%	-3%	-3%	6%	-7%	2%	-6%	4%
CNC(=O)N(O)C1N(C)C(=O)N(CC(=O)OC)C1(C)C (configuration not stated)	5%	-5%	-2%	-4%	6%	3%	-13%	-7%
CCC(=O)Nc1ccc(NC(=O)c2cccc(OC)c2)nc1	3%	5%	0%	-1%	-4%	2%	5%	11µM*
CSCCC(NC(=O)c1cccc(S(=O)(=O)N2CCOCC2)c1)C(=O)Nc1ccc(F)cc1 (configuration not stated)	13%	0%	3%	14%	-9%	13%	-4%	6%[1.84 µM]
CC(C)CC(=O)Nc1nnc(SCC(=O)NCc2ccc3c(c2)OCO3)s1	2%	3%	x	0%	-4%	2%	-5%	-1%
CCOC(=O)C1CCCN(Cc2nc3ccc([N+](=O)[O-])cc3c(=O)n2-c2ccc(OC)cc2OC)C1 (configuration not stated)	-7%	-29%	-8%	-5%	1%	-16%	8%	-3%
COc1ccc(/C=C/C(=O)NCc2cn(C)nc2C)cc1COc1ccc(Cl)cc1Br	u	u	-9%	-2%	3%	5%	-6%	-31%[inhibitor]
COc1ccccc1NC(=O)NCC(c1ccco1)N1CCCCC1 (configuration not stated)	3%	-7%	x	4%	u	12%	6%	-6%
Cc1ccc2cc(CN(c3ccc(C)c(C)c3)S(C)(=O)=O)c(=O)[nH]c2c1	u	u	-7%	-7%	3%	0%	-2%	-27%
COc1ccc(CCn2cnc3c([nH]c4ccccc43)c2=O)cc1	x	7%	4%	7%	x	3%	4%	x
CCCS(=O)(=O)N1CCCC(C(=O)NCCCN(Cc2ccccc2)C(C)C)C1 (configuration not stated)	-6%	0%	1%	-15%	-1%	8%	13%	-14%
CCN(Cc1ccccc1)C(=O)c1cc2c(=O)oc3ccc(C)cc3c2s1	u	u	-11%	2%	2%	3%	9%[76.3 µM]	4%&-20%
CCOc1ccsc1C(=O)O	x	6%	1%	7%	x	7%	4%	x
(continued)
SMILES	ALDH1A1 block	KDM4E inh	GAA spleen mod	aGal spleen mod	GAA inhib	GoLoco inh red	GAA glycogen	SMN2 splice up
Cn1c[n+](C)cc1-c1ccc(/C(N)=N/O)cc1	u	u	-6%	6%	6%	1%	-17%	-8%
C=CCN(c1ccc(C(=O)OC)cc1)S(=O)(=O)c1ccccc1	3%	-2%	-2%	5%	-4%	-12%	3%	27%
COc1ccc(C(=O)NC(=S)Nc2ccccc2N2CCOCC2)cc1Br	u	-3%	-3%	-4%	-4%	12%	4%	-19%
Cc1onc(-c2ccccc2)c1C(=O)NCc1ccc2c(c1)OCO2	7%	0%	12%	15%	2%	-35%	u	7%
COc1cccc(NC(=O)CSc2nc3c(sc4ccccc43)c(=O)n2CCN(C)C)c1	u	u	u	u	u	13%	-4%	-12%
O=S(=O)(c1cc(Cl)ccc1Cl)N1CC2CCCN2c2ccc(C(F)(F)F)cc21 (configuration not stated)	2%	6%	-6%	4%	-12%	10%	-12%	-10%
COC(=O)C1C2C=CC3(CN(Cc4ccco4)C(=O)C13)O2 (configuration not stated)	u	-12%	-5%	3%	-3%	7%	3%	23%
CC(=O)C(Cc1ccc(Cl)nc1)Cc1ccc(Cl)nc1	13%	-2%	4%	7%	0%	9%	-1%	x
COc1cccc(C(=O)NC(=S)Nc2ccccc2N2CCCC2)c1	u	-5%	-2%	3%	1%	24%	-27%	-7%
CCOc1ncnc2c1oc1nc(CC(C)C)c3c(c12)CC(C)(C)OC3	u	-2%	0%	2%	-1%	5%	0%	-18%
CSc1ccc(CN2CCCC(CO)(Cc3ccccc3)C2)cc1 (configuration not stated)	u	-8%	9%	10%	1%	27%	-16%	x
O=C(O)CCNS(=O)(=O)c1cccc(Br)c1	x	-4%	3%	-4%	x	-27%	-8%	x
O=C1c2ccccc2-c2cccc(C(=O)N3CCCCCC3)c21	-1%	13%	-7%	-4%	-7%	-2%	7%	-6%
COC(=O)C1=C(C)NC2=C(C(=O)c3ccccc32)C1c1cccc(OC)c1 (configuration not stated)	x	3%	-4%	2%	x	25%	-15%	x
O=C(NCc1ccccn1)c1c(Cl)cccc1Cl	6%	-6%	-2%	0%	9%	5%	6%	-25%
Cc1ccc2nc(C)c(C(=O)N/N=C/c3ccco3)cc2c1	4%	3%	5%	6%	5%	0%	-2%	7%
COc1ccc(C(CNC(=O)c2cccc(Br)c2)N2CCCC2)cc1 (configuration not stated)	6%	2%	-3%	-10%	-3%	15%	-9%	-11%
Cc1cc(C(=O)CSc2nnc(-c3ccc(Cl)cc3)n2CC2CCCO2)c(C)n1C (configuration not stated)	-6%	1%	2%	-9%	-5%	1%	-3%	-19%
Cc1ccc(C(C)C)c(OCC(=O)NN=C2CCCCCCC2)c1	-14%	16%	0%	-16%	-1%	1%	12%	-1%
CC(=O)N/C(=C/c1ccc2c(c1)OCO2)C(=O)NCCCO	5%	-4%	2%	-2%	-5%	14%	1%	9%
O=C1C=C(O)CC(c2ccc(Cl)cc2)C1 (configuration not stated)	u	0%	-4%	5%	-5%	10%	1%	u
Cc1ccccc1NC(=O)Cn1nnc2c(cnn2-c2ccc(F)cc2)c1=O	3%	u	-2%	-8%	4%	14%	2%	-13%
CCc1nc(N)c(C#N)c(-c2cccnc2)c1C	u	-23%	-4%	-16%	14%	4%	3%	7%
O=c1oc2ccccc2c(Nc2cc3ccccc3cc2O)c1[N+](=O)[O-]	7%	-3%	8%	8%	1%	-17%	-6%	x
CCC1Oc2ccc(C)cc2N(CC(=O)N2CCN(c3ccc(F)cc3)CC2)C1=O (configuration not stated)	5%	1%	-11%	-1%	-1%	11%	-11%	6%
Next section
SMILES	ALDH1A1 block	KDM4E inh	GAA spleen mod	aGal spleen mod	GAA inhib	GoLoco inh red	GAA glycogen	SMN2 splice up
Cc1ccccc1OCC(=O)Nc1ccc(NC(=O)c2ccco2)cc1	5%	u	1%	2%	3%	7%	4%	-4%
Cc1cc(=O)[nH]c(CN2CCOCC2)n1	13%	-17%	0%	-5%	2%	14%	21%	7%
Cc1ccc(S(=O)(=O)/N=C2/NC(=O)/C(=C/c3cccnc3)S2)cc1	3%	1%	-25%	6%	3%	-4%	7%	30%
CCC1SC(CC)C(=O)N(CC(=O)NCCc2ccccc2)C1=O (configuration not stated)	3%	7%	2%	5%	-14%	-3%	-10%	12%
COc1cc(C2N(c3ccccc3)CCN2c2ccccc2)cc(OC)c1OC	u	u	4%	2%	1%	3%	14%	-10%
N#C/C(=C\c1cccc([N+](=O)[O-])c1)c1ccccn1	u	6%	-8%	2%	-1%	-8%	5%	6%
CCn1cc(CNC(=O)CCSc2nc(-c3ccco3)cc(C(F)(F)F)n2)cn1	-2%	2%	9%	5%	-2%	1%	5%	9%
CC1(NC(=O)CC[N+](C)(C)CCO)CS(=O)(=O)CC1S(=O)(=O)[O-] (configuration not stated)	3%	8%	-4%	9%	8%	2%	5%	5%
C=CCNC(=O)C1CCN(c2c([N+](=O)[O-])cc(C(F)(F)F)cc2[N+](=O)[O-])CC1	0%	3%	-15%	-13%	-5%	-11%	-6%	-7%
CC(=O)Nc1ccc(S(=O)(=O)Nc2nc(-c3ccc(C(C)(C)C)cc3)cs2)cc1	-5%	-6%	-2%	-4%	-4%	-2%	-5%	7%
O=[N+]([O-])c1ccc(C(O)CN=Cc2ccc(O)cc2O)cc1 (configuration not stated)	-12%	u	2%	6%	12%	23%	3%	-1%
CCC1CCCCN1C(=O)Nc1cc(Cl)ccc1OC (configuration not stated)	0%	-13%	6%	5%	-8%	7%	21%	2%
